Screening results (PubChem)
MITF TRPM1 HTS – MITF TRPM1 promoter activation in melanoma cells; SK-MEL-5 TRPM1-promoter luciferase, 24 h; % of positive control, neutral wells = 0; activation, % at 12.5 µM; 300,000 tested, 0.75% active;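 active = mean activation of at least 80% with every replicate also reaching 80%; inconclusive = mean reaches 80% but some replicate falls short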;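 also: 0% = neutral control wells and 100% = parthenolide positive control wells; values of inactives mirror those of a sister screen read the other way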
Rtt109 Vps75 – C. albicans Rtt109 histone acetyltransferase inhibition; Q5AAJ8; purified Rtt109/Vps75, ThioGlo CoA-SH fluorescence, 4 h; inhibition, % at 34.9 µM; 330,000 tested, 0.16% active;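 active = inhibition of at least 50% in every replicate; inconclusive = best replicate reaches 50% inhibition but some replicates fall short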
Target sequence (Q5AAJ8 whole entry, looked up): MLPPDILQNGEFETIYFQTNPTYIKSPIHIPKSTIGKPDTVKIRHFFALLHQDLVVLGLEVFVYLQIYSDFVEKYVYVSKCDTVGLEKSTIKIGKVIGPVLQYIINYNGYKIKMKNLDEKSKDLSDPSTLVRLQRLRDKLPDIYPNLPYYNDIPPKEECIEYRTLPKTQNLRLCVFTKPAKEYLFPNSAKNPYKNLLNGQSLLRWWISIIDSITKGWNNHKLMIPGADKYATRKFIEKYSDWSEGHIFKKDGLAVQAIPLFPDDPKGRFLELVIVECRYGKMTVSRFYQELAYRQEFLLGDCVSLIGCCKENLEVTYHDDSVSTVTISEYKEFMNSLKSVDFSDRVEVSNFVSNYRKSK
CAL PDZ FP-1 – inhibitors of human CAL PDZ peptide binding. 330,000 tested, 0.02% active. Q9HD26. AID 504414. inhibition, % at 20 µM. purified CAL PDZ, TMR-peptide fluorescence polarization, 1 h;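 active = highest replicate inhibition of at least 40%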;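 also: plate controls were DMSO neutral control wells for no effect and unlabeled competitor peptide control wells for full effect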
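Control set: unlabelled peptide and DMSO controls / Material: purified CerCALP PDZ construct / Timing: 1 h incubation at room temperature before polarization reading / Doses: 20 µM, one dose / Detection: fluorescence polarization (mP)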
dFosB activator – enhances mouse delta FosB homodimer DNA binding; P13346; purified delta FosB, TAMRA-CDK5 oligo fluorescence polarization; percent of positive-control signal above neutral wells; activation, % at 25 µM; 340,000 tested, 0.99% active;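 active = mean activation above about 17%, with every replicate also reaching it, limit read from the data, passing the limit was not always enough; inconclusive = only one of the two conditions met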;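 also: fluorescence polarization rise as delta FosB binds a TAMRA Cdk5 AP-1 oligo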
V-ATPase pHluor – yeast V-ATPase proton transport regulation by pHLuorin. response, % at 10 µM. AID 504577. S. cerevisiae, pHLuorin cytosolic pH fluorescence. 350,000 tested, 0.37% active; in the data active = response mostly above about 7.3%, no sharp cut-off; inactive = mostly below about 5.4%; also: actives read high; inactives centre near 0; some compounds called inactive have numbers as strong as hits
Wnt bcat act – activates Wnt/beta-catenin signaling in a reporter cell assay. activator, plate reader. 300,000 tested, 1.2% active. activation, % at 9.35 µM; in the data active = activation above about 30%, passing the limit was not always enough; inconclusive = no clear call, values can overlap the other calls;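 also: 0% = neutral control wells and 100% = positive control wells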
CAL PDZ FP-2 – inhibitors of human CAL PDZ peptide binding; 300,000 tested, 0.92% active; purified CAL PDZ, TMR-peptide fluorescence polarization, 1 h; inhibition, % at 24.9 µM; AID 602252;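 active = mean inhibition of at least 30% with at least half of replicates also reaching 30%; inconclusive = no clear call, values can overlap the other calls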;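 also: 0% = DMSO neutral control and 100% = excess unlabeled competitor peptide PRC23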
Tat export inh – inhibitors of E. coli Tat protein transport; inhibition, % at 10 µM; 340,000 tested, 0.036% active; E. coli MC4100 TorA-mCherry Tat export, fluorescence;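 active = mean replicate inhibition at least 50% and at least half of replicates individually reaching 50%; inconclusive = only one of the two criteria met; inactive = neither criterion met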;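 also: exported cargo escapes ClpAP degradation while cytoplasmic cargo is degraded and loses fluorescence; 0% = median of neutral control wells and 100% = median of NaSCN control wells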
CDK5 inh – CDK5/p35 (human) kinase inhibition. Recombinant CDK5/p35, ADP-Glo luminescence, 60 min. inhibition, % at 10 µM. 330,000 tested, 0.01% active. AID 488839;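 active = highest replicate inhibition of at least 50% and at least 75% of replicates reaching 50%; inconclusive = only one of the two criteria met; inactive = both criteria failed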;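 also: plate controls were DMSO neutral control for no effect and GW8510 at 10 µM for full effect; many of its hits are not listed in these tables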
Target sequence (Q00535 whole entry, looked up): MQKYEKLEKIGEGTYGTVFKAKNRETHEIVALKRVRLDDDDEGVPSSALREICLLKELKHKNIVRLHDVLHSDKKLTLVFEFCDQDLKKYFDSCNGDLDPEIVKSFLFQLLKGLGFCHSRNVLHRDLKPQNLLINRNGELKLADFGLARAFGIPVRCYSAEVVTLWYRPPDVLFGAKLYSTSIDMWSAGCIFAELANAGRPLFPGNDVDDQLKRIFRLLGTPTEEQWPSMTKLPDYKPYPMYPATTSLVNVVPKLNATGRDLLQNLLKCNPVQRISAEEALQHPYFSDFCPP
Target sequence (Q15078 whole entry, looked up): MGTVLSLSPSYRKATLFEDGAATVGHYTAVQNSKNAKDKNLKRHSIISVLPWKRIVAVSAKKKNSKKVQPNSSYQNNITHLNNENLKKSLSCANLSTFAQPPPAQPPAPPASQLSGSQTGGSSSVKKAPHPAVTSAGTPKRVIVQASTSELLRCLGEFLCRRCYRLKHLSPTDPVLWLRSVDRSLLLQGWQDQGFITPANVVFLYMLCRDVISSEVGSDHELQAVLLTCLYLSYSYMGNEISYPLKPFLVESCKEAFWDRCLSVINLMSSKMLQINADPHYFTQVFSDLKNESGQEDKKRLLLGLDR
RTF Ca sens act – cardiac RTF calcium sensitization | P19429+P45379 | IANBD-labeled TnC RTF fluorescence at EC20 calcium; 0% EC20 calcium, 100% full calcium | activation, % at 7.2 µM | 340,000 tested, 0.24% active;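 active = activation above the mean over all tested compounds plus 3 SD, cut at about 30% in these data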;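 also: rise in fluorescence read as greater calcium sensitivity of cardiac thin filaments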
* marks the source's active call; other numbers are inactive results; ? = inconclusive; . = no result given.

1	CN(Cc1ccccc1)C(=O)c1ccc(NC(=O)Cc2ccc(NC(=O)C3CCCN(C(=O)C4CCCCC4)C3)cc2)cc1 (stereo unspecified)
2	Clc1cccc(CN2CCN(Cc3nc(CCc4ccccc4)no3)CC2)c1
3	O=C(CN1CCCC1)N1c2ccccc2C=Cc2ccccc21
4	O=C(COc1ccc(Br)cc1F)Nc1nnc(C2CC2)s1
5	CSc1nc2n(n1)C(c1cccc(F)c1)C(C(=O)Nc1ccc(C)cc1C)=C(C)N2 (stereo unspecified)
6	COC(=O)c1cc(NC(=O)c2nn(C)c(=O)c3ccccc23)cc(C(=O)OC)c1
7	CCN(CC)S(=O)(=O)c1ccc(Cl)c(C(=O)NC(C)C(c2cccs2)N2CCCC2)c1 (stereo unspecified)
8	COc1ccc(C(=O)NC(=S)NNC(=O)c2c(-c3ccccc3)noc2C)cc1
9	CCc1cc2cc(C(=O)Nc3ccc(C)cc3)sc2s1
10	CC1CCCN(C(=O)C2COc3ccccc3O2)C1 (stereo unspecified)

Screen / compound no.	1	2	3	4	5	6	7	8	9	10
MITF TRPM1 HTS	0.9	-6.6	3.2	21.8	.	2.7	-5.9	-6.0	35.0	3.8
Rtt109 Vps75	-2.9	-1.3	3.1	-2.2	-6.2	.	5.1	13.6	-14.9	-2.7
CAL PDZ FP-1	-0.1	-0.7	0.3	0.3	.	-1.1	-0.5	-0.2	-1.8	1.4
dFosB activator	-12.5	-1.9	-6.9	?	0.5	-17.0	-2.9	0.5	-2.7	-3.8
V-ATPase pHluor	-0.2	0.0	-1.6	0.0	3.5	0.6	-2.4	5.7	-2.2	-1.9
Wnt bcat act	-2.7	-1.5	-0.8	-2.8	-4.1	-0.4	-0.3	0.6	6.9	19.5
CAL PDZ FP-2	-2.2	-4.0	.	-4.0	-6.2	-5.1	0.4	1.3	3.6	-1.7
Tat export inh	6.5	-3.1	-10.0	-8.2	-0.4	2.5	2.7	2.0	-4.3	-1.4
CDK5 inh	4.9	1.0	0.8	0.4	0.0	0.1	0.8	0.9	-0.2	-0.3
RTF Ca sens act	3.1	-0.5	1.6	-2.4	8.0	1.0	3.9	-0.9	-1.2	-4.9

Of the compounds above, these contain a thiophene ring, fused or not.
7	CCN(CC)S(=O)(=O)c1ccc(Cl)c(C(=O)NC(C)C(c2cccs2)N2CCCC2)c1 (stereo unspecified)
9	CCc1cc2cc(C(=O)Nc3ccc(C)cc3)sc2s1

Screen / compound no.	7	9
MITF TRPM1 HTS	-5.9	35.0
Rtt109 Vps75	5.1	-14.9
CAL PDZ FP-1	-0.5	-1.8
dFosB activator	-2.9	-2.7
V-ATPase pHluor	-2.4	-2.2
Wnt bcat act	-0.3	6.9
CAL PDZ FP-2	0.4	3.6
Tat export inh	2.7	-4.3
CDK5 inh	0.8	-0.2
RTF Ca sens act	3.9	-1.2

Next section.
11	COc1ccc(C(=O)c2sc(NC(C)C)nc2N)cc1OC
12	Cc1cc(OCC(=O)N2CCc3ccccc3C2)c(C)cc1Br
13	O=c1c2cnn(-c3ccccc3)c2nc(-c2ccco2)n1-c1ccccc1
14	O=C(NC1CCCC1)C1CCN(C(=O)c2ccc(-c3ccccc3)cc2)CC1
15	Cc1ccc(SCC(=O)OCC(=O)N(C)CC(=O)Nc2ccccc2Cl)cc1
16	COC(=O)c1[nH]c2ccc(C)cc2c1NC(=O)NC1CCCCC1
17	Brc1ccc2nc(-c3ccncc3)c(NC3CCCC3)n2c1
18	CCC(C)Sc1ccc([C@H]2N[C@@](C)(C(=O)OC)[C@H]3C(=O)N(CC)C(=O)[C@@H]23)cc1 (stereo partly specified)
19	O=C(O)CN1C(=O)SC(Nc2ccccc2C(=O)O)C1=O (stereo unspecified)
20	CC1CCCCN1C(=O)c1cc(S(=O)(=O)N2CCCCC2)c[nH]1 (stereo unspecified)

Screen / compound no.	11	12	13	14	15	16	17	18	19	20
MITF TRPM1 HTS	.	.	-30.4	1.5	-1.0	-13.2	16.1	4.2	-5.4	8.6
Rtt109 Vps75	12.1	-8.3	-2.1	-5.8	0.7	3.9	-4.2	-0.4	-1.0	4.3
CAL PDZ FP-1	-1.9	-0.6	-3.7	-1.4	-0.2	.	-0.4	-1.6	-0.6	0.0
dFosB activator	-3.5	-22.9	-10.1	1.9	-1.7	6.8	-4.1	-7.2	6.8	-6.4
V-ATPase pHluor	-3.2	-1.0	-1.6	-2.9	1.9	1.1	0.9	3.3	-2.4	-2.9
Wnt bcat act	-0.6	2.7	-7.2	16.7	-2.9	.	-0.8	0.5	.	0.0
CAL PDZ FP-2	.	0.8	-2.0	1.0	3.0	3.7	.	-3.3	-1.4	.
Tat export inh	5.1	16.4	-2.2	4.5	-7.1	1.0	-2.2	-12.8	-12.1	-1.1
CDK5 inh	-3.4	-1.0	1.3	-0.9	-4.0	0.5	-0.7	3.1	1.1	-1.9
RTF Ca sens act	-1.2	-1.1	4.3	-4.0	4.7	4.0	3.1	-2.3	4.9	-3.0

21	N#Cc1nc(-c2ccccc2F)oc1NC1CCCCC1
22	CCN(CC)c1ccc(C2C(C(=O)OCCOC)=C(C)NC3=C2C(=O)CCC3)cc1 (stereo unspecified)
23	COc1cc(C(=O)OCC(=O)N2CCNC2=O)cc(Cl)c1OC
24	Cc1csc(=O)n1CC(=O)OCC(=O)Nc1ccccc1C(C)C
25	CN(C(=O)c1cccc(NC(=O)Cc2cccc(NC(=O)C3CCCN(C(=O)C4CCCCC4)C3)c2)c1)C1CC1 (stereo unspecified)
26	O=[N+]([O-])c1ccc2nn(Cc3ccccc3)cc2c1
27	Cc1ccccc1OCCn1cc(/C(N)=N/O)c2ccccc21
28	CN(Cc1ccco1)S(=O)(=O)c1nnc(NC(=O)c2cccc(Cl)c2)s1
29	CCCc1ccc(OCCNC(=O)c2ccco2)cc1
30	O=C(Nc1ccc2c(c1)OCCO2)NC1CCCCC1

Screen / compound no.	21	22	23	24	25	26	27	28	29	30
MITF TRPM1 HTS	41.7	-10.9	5.6	4.8	-12.7	-0.6	1.2	7.9	45.4	67.1
Rtt109 Vps75	0.0	-1.9	-13.7	-5.1	-19.5	.	-2.7	2.0	1.4	-1.3
CAL PDZ FP-1	0.0	-1.2	-0.3	-0.4	-1.5	0.2	-0.9	-3.1	-0.8	0.4
dFosB activator	1.9	1.7	3.9	-7.4	-6.8	-13.3	-14.1	-9.0	-5.4	7.9
V-ATPase pHluor	1.5	-0.1	-1.8	-0.7	2.1	2.3	.	-0.3	0.6	5.1
Wnt bcat act	-1.5	-1.0	0.3	-2.4	-2.3	0.0	-2.4	3.1	8.6	.
CAL PDZ FP-2	-1.1	-3.8	-2.0	-8.2	-2.4	-3.2	2.5	-11.0	.	0.1
Tat export inh	-6.2	4.0	25.3	-1.6	5.6	-4.2	27.2	-0.2	-5.9	12.8
CDK5 inh	-0.9	-0.4	-0.4	-0.4	1.2	-0.6	-2.1	.	-1.7	-5.2
RTF Ca sens act	-5.8	4.0	-0.7	-1.2	-5.8	-2.8	-4.0	2.1	-1.1	-2.6

31	CC(=O)N1CCN(c2ccc(NCc3ccc(C)s3)cc2)CC1
32	COC(=O)Cc1c(C)[nH]n(-c2cc(Cl)cc(Cl)c2)c1=O
33	Cc1ccc(CN(C)C(=O)CC2C(=O)NCCN2CC2CCCCC2)cc1 (stereo unspecified)
34	O=C(NCCc1cccs1)C(c1ccccc1)c1ccccc1
35	N/C(=N\OC(=O)COc1ccc2ccccc2c1)c1ccccn1
36	O=C(O)c1[nH]c2ccc([N+](=O)[O-])cc2c1-c1ccccc1
37	COc1c2c(cc3oc(=O)c4c5ccc(O)cc5oc4c13)OC(C)(C)CC2
38	COCCN1C(=O)C(O)=C(C(C)=O)C1c1ccc(OC)c(OC)c1 (stereo unspecified)
39	CCOC(=O)N1CCN(C(=O)Cc2ccc(C)cc2)CC1
40	COc1ccc(-c2nnc(NC(=O)c3cc(Cl)ccc3Cl)o2)cc1

Screen / compound no.	31	32	33	34	35	36	37	38	39	40
MITF TRPM1 HTS	-3.0	-9.4	0.2	8.5	55.9	-2.0	58.6	0.8	-3.1	-10.1
Rtt109 Vps75	-1.2	8.8	5.9	-2.2	2.6	?	5.0	25.2	.	-3.7
CAL PDZ FP-1	1.0	-3.1	0.3	-0.1	-1.3	0.8	-0.1	0.2	-2.7	-2.0
dFosB activator	-8.2	0.7	-2.4	-3.7	-4.7	-6.6	6.4	0.6	-2.2	-0.8
V-ATPase pHluor	-1.9	4.4	-2.6	1.8	-3.6	-10.2	-1.9	-3.8	0.1	3.9
Wnt bcat act	1.6	-1.2	0.3	-1.8	35.7*	7.2	-1.3	.	.	5.1
CAL PDZ FP-2	-0.5	-1.0	-6.3	.	-8.7	-2.9	-0.5	-1.9	-3.3	.
Tat export inh	-3.5	-1.8	0.3	6.2	9.1	-3.4	-7.4	2.1	1.0	-3.5
CDK5 inh	-2.2	-0.2	0.6	1.4	-3.3	1.5	-0.9	6.4	-0.6	-0.3
RTF Ca sens act	2.4	5.4	-1.7	5.7	5.0	8.7	-2.2	-2.8	0.9	-4.4

41	COc1ccccc1NC(=O)CSc1nnnn1Cc1ccccc1
42	O=Cc1ccc(OCc2ccc3c(c2)OCO3)cc1
43	O=C(c1ccc(-n2cccc2)cc1)N1CCOCC1
44	CCC(C)/C(C)=N/NC(=O)c1ccc(CSc2nc3ccccc3s2)cc1 (stereo unspecified)
45	CCC(C)c1ccc(NC(=S)NCCn2cc(Cl)cn2)cc1 (stereo unspecified)
46	CC(NC(=O)COC(=O)Cc1ccccc1[N+](=O)[O-])c1ccccc1 (stereo unspecified)
47	COc1cc(C=NNc2nc3c([nH]2)c(=O)n(C)c(=O)n3C)ccc1O
48	Cc1ncoc1C(=O)N1CCCC(C(=O)c2ccc(Oc3ccccc3)cc2)C1 (stereo unspecified)
49	Cc1cc(C)cc(NC(=O)C2CCCN(S(=O)(=O)c3c(C)noc3C)C2)c1 (stereo unspecified)
50	CN(CC(=O)Nc1ccc(Cl)c(C(F)(F)F)c1)C(=O)CCc1nc2ccccc2c(=O)[nH]1

Screen / compound no.	41	42	43	44	45	46	47	48	49	50
MITF TRPM1 HTS	5.8	.	9.5	16.0	-10.5	8.3	-1.1	-7.6	-11.6	-4.1
Rtt109 Vps75	26.5	2.8	-2.5	16.0	5.1	-4.5	-0.7	1.0	1.4	-8.3
CAL PDZ FP-1	-1.6	-0.9	-2.5	-0.5	-0.4	0.4	-0.2	-1.9	-2.5	-1.3
dFosB activator	-4.9	-9.9	-2.2	4.0	-14.2	4.6	0.6	-1.5	-2.1	52.1*
V-ATPase pHluor	-2.3	5.8	3.4	0.2	-2.6	-0.6	-0.2	0.5	1.5	1.6
Wnt bcat act	-4.3	16.2	4.1	17.7	0.5	2.1	-2.9	-4.3	-1.7	0.4
CAL PDZ FP-2	-2.5	-6.0	-3.5	1.5	2.8	-2.0	3.0	-3.5	-3.8	-3.1
Tat export inh	-7.0	-6.9	3.2	3.9	-1.0	3.8	-3.6	0.8	-3.0	-19.4
CDK5 inh	2.2	1.1	-2.4	0.6	-0.1	0.6	0.2	-0.3	-0.8	-2.1
RTF Ca sens act	-4.0	3.6	4.2	-1.3	-1.1	9.2	-2.6	1.4	0.9	4.5
